Screens from PubChem.
COUP-TFII inh: NR2F2 transcriptional activity inhibitors, primary screen, cell-based, luciferase reporter, HEK293T, luminescence | COUP transcription factor 2 (Homo sapiens), P24468 | HEK293T NGFI-A luciferase reporter | inhibition, % at 8.6 µM | 0.7% of 370,000 active | AID 686940, 2013;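 active means inhibition above a per-plate cutoff, mean inhibition of test wells between control levels plus 3 SD, cut at about 38% in these data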;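 further: cells cotransfected with COUP-TFII expression vector driving the NGFI-A reporter; 0% = median of COUP-TF2 test wells and 100% = reporter-only cells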
LRH-1 inv ag: LRH-1 (NR5A2) inverse agonists, primary screen, cell-based, luminescence, HEK293T, StAR-luciferase reporter; Nuclear receptor subfamily 5 group A member 2 (Homo sapiens), O00482; LRH-1 transfected, 24 h; inhibition, % at 3.6 µM; 0.13% of 360,000 active; AID 602396, 2012;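 active means inhibition above the mean inhibition of all tested compounds plus 3 SD, cut at about 73% in these data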;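 further: 0% = DMSO wells and 100% = reporter-only cells lacking LRH-1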
NCOA2 inhibitor: inhibition of GAL4-SRC2 driven luciferase reporter, primary screen, SRC2 inhibitor project, cell-based, luminescence; Nuclear receptor coactivator 2 (Homo sapiens), Q15596; 0.17% of 370,000 active; HEK293 GAL4-SRC2 luciferase reporter; inhibition, % at 9 µM;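 active means inhibition above the mean inhibition of all tested compounds plus 3 SD, set per campaign, cut at about 52% in these data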;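 further: 0% = DMSO treated cells and 100% = cells given Gossypol at 36 µM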
NCOA1 inh: SRC1 coactivator transcriptional activity inhibitors, primary screen, cell-based, luminescence; Nuclear receptor coactivator 1 (Homo sapiens), Q15788; HEK293 GAL4-SRC1 luciferase reporter; inhibition, % at 3.6 µM; 0.12% of 360,000 active;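 active means inhibition above the campaign mean plus 3 SD, with each screening campaign given its own cutoff, cut at about 60% in these data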;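 further: 0% = DMSO treated cells and 100% = gossypol at 36 µM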
TLR9-MyD88 inh: inhibitors of TLR9-MyD88 association in cells, primary screen, cell-based, CHO, BLA complementation, fluorescence | Toll-like receptor 9 (Homo sapiens) + Myeloid differentiation primary response protein … | CCF4 FRET ratio | inhibition, % at 4.98 µM | 0.21% of 340,000 active | AID 504734, 2011;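 active means inhibition above the mean over all tested compounds plus 3 SD, cut at about 21% in these data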;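 further: 0% = DMSO only wells and 100% = clavulanate BLA inhibitor control wells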
Target sequence (Q99836 whole entry, looked up): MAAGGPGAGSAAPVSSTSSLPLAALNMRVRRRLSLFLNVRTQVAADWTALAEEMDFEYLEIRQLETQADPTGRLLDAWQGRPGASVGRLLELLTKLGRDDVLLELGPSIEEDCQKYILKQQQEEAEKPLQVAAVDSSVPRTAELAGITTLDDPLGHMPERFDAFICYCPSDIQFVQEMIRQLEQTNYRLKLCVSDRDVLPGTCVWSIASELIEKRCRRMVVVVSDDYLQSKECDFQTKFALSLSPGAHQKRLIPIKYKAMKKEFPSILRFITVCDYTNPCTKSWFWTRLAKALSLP
Target sequence (Q9NR96 whole entry, looked up): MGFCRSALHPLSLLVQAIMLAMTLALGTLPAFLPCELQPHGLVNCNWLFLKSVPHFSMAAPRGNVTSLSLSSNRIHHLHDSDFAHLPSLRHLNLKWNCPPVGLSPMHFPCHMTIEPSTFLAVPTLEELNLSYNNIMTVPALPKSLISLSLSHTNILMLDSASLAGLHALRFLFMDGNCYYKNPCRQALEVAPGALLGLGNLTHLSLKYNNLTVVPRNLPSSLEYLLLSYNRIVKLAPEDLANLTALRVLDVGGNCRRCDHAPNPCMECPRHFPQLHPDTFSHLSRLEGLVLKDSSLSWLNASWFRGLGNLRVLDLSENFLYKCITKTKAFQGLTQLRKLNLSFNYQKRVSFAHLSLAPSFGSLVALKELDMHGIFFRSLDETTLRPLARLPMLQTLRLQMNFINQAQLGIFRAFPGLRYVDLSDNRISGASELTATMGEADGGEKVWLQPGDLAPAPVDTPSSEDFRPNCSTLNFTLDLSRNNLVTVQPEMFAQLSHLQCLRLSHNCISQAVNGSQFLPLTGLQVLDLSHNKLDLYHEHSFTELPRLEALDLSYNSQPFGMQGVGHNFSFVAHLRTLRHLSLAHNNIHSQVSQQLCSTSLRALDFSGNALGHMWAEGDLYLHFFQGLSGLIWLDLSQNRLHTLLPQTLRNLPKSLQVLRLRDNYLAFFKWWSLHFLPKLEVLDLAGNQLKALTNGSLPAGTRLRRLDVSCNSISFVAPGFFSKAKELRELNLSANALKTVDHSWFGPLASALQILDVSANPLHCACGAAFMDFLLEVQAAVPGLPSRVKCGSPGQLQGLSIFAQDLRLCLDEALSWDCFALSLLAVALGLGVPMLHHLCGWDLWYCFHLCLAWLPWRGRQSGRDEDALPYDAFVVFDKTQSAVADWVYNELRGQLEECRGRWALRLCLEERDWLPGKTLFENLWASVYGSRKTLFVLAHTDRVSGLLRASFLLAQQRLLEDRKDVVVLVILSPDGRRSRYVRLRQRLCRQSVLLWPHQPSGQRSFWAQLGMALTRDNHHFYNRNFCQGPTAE
TROY NFkB inh: inhibitors of TROY-driven NF-kB signaling, primary screen, Q293 LMP1-TROYcd cells, NF-kB luciferase, uHTS; Q293 LMP1-TROYcd NF-kB luciferase reporter, 4 h; inhibition, % at 10 µM; 0.98% of 360,000 active; AID 1347056, 2019;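 active means compounds whose plate-normalised and pattern-corrected inhibition of the luciferase reporter signal at the single screening dose is 50% or more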
Exocytosis inh: LAMP-1 surface exposure blockers, TALL-104 cells – cell-based, flow cytometry, MLPCN library, primary screen | AID 651702, 2012 | 0.66% of 360,000 active | TALL-104 LAMP-1 surface exposure; cells stimulated with thapsigargin and PMA | inhibition, % at 10 µM;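 active means inhibition above about 55%, limit read from the data; inconclusive means no clear call, values can overlap the other calls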
NOD2 RIPK2 PPI: NOD2-RIPK2 binding disruptors in cells, primary screen, fluorescence, CHO cells, BLA complementation; Receptor-interacting serine/threonine-protein kinase 2 (Homo sapiens), O43353; CCF4 ratio; inhibition, % at 4.98 µM; 0.38% of 360,000 active; in the data active means inhibition above about 21%;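 further: 0% = vehicle only and 100% = reference blocker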
NCOA3 inh: SRC3 coactivator transcriptional activity inhibitors, primary screen, cell-based, luminescence. Nuclear receptor coactivator 3 (Homo sapiens), Q9Y6Q9. HEK293 GAL4-SRC3 luciferase reporter. inhibition, % at 3.6 µM. 0.17% of 360,000 active. AID 588352, 2011;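 active means inhibition above a per-campaign cutoff, the mean of all compounds plus 3 SD, cut at about 60% in these data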;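 further: 0% = DMSO-treated cells and 100% = gossypol-treated cells at 36 µM; higher means less SRC3-driven luciferase light from the GAL4 reporter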
TWEAK Fn14 block: inhibitors of TWEAK-Fn14 signaling, primary screen, luciferase reporter cells, uHTS. TWEAK-stimulated Fn14 reporter cells, luciferase luminescence, 8 h. AID 1159606, 2016. 2% of 360,000 active. inhibition, % at 10 µM; in the data active means inhibition above about 50%
ABHD5-PLIN5 inh: ABHD5-PLIN5 interaction inhibitors, primary screen, cell lysate, split luciferase complementation, luminescence; Perilipin-5 (Homo sapiens) + 1-acylglycerol-3-phosphate O-acyltransferase ABHD5 (Homo …; Split G. princeps luciferase complementation, 4 h; inhibition, % at 4 µM; 0.78% of 360,000 active; AID 602281, 2012;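 active means inhibition above the mean inhibition across every tested compound plus 3 SD, cut at about 22% in these data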;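 further: 0% = DMSO only wells and the 100% control is not disclosed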
Starred values were filed as active, the others as inactive; ? = inconclusive; · = not tested or not shown.

SMILES	COUP-TFII inh	LRH-1 inv ag	NCOA2 inhibitor	NCOA1 inh	TLR9-MyD88 inh	TROY NFkB inh	Exocytosis inh	NOD2 RIPK2 PPI	NCOA3 inh	TWEAK Fn14 block	ABHD5-PLIN5 inh
Cc1ccc(N2CC(C(=O)NCCC(C)C)CC2=O)cc1 (stereo unspecified)	6	9	-14	-4	-6	-9	2	2	-1	-5	1
CCc1cccc(NC(=O)C2CC2c2ccccc2)c1 (stereo unspecified)	7	-12	-11	3	-2	-41	-3	3	-12	0	-3
CC(C)c1ccc(NC(=O)C[n+]2ccn(C3=C([O-])c4ccccc4C3=O)c2)cc1	1	4	15	-13	-3	8	-1	1	3	14	-24
COC(=O)c1ccc(N2C(=O)c3ccc(OC)c(OC)c3C2=O)cc1	-10	-2	24	-7	-7	13	-2	-8	8	-12	-4
CN(C)S(=O)(=O)c1ccc(NC(=O)c2ccc([N+](=O)[O-])cc2)cc1	9	11	-2	-7	-5	3	-6	8	16	-20	-4
CC(C)C(NC(=O)CN1C(=O)c2ccccc2C1=O)c1ccccc1 (stereo unspecified)	-1	16	4	2	2	-2	13	0	-25	9	-5
CCn1nc(C(=O)Nc2ccc3c(c2)OCCO3)c2ccccc2c1=O	-23	2	-26	7	11	-46	-4	-13	-13	-7	-11
COc1ccccc1Cc1c(-c2ccc(C)cc2)nc2ccc(Cl)cn12	-36	-94	-48	-60	·	-21	-1	-4	-83	0	-6
CCC(=O)NC(=S)Nc1ccc(S(=O)(=O)NC2CCCCC2)cc1	4	13	14	4	-1	-7	3	8	1	11	0
Cc1cccc(/C=N/n2c(-c3ccccc3)n[nH]c2=S)c1O	0	-7	1	7	-6	8	-5	2	-15	4	-2
O=[N+]([O-])c1cc(C(F)(F)F)ccc1SCC(O)CO (stereo unspecified)	-2	17	14	-21	-3	-20	1	-34	5	29	19
CCN(CC)C(=O)C1=C(C)NC(=S)NC1c1ccc(C)s1 (stereo unspecified)	12	-3	-29	3	7	-9	-1	0	20	-9	2
O=C(NCc1ccco1)/C(=C\c1ccccc1)NC(=O)c1ccccc1	-10	5	-1	7	2	-15	0	-5	11	18	-12
O=C1CN(O)C=C2N=c3ccccc3=C2N1c1ccc([N+](=O)[O-])cc1	21	6	-12	-4	14	36	-3	6	6	-9	4
O=C(NCCCn1ccnc1)/C(=C/c1cccs1)NC(=O)c1ccco1	-20	1	-75	8	-7	6	0	3	-2	-3	-1
C/C(=N\NC(=O)c1nc2ccccn2c1C)c1ccco1	-3	-22	-49	-64	2	-48	2	-7	-38	-6	4
Cc1cc(C)nc(NC(=O)c2c(F)c(F)c(F)c(C(=O)Nc3cc(C)cc(C)n3)c2F)c1	3	3	35	-26	·	-2	6	-5	0	14	-2
Nc1nc(SCc2cccc([N+](=O)[O-])c2)n[nH]1	-18	-9	-16	6	8	-3	-1	1	-5	6	4
O=C(Nc1ccc(N2CCOCC2)cc1)c1cnsn1	27	-27	42	-9	4	72*	-2	0	10	95*	-1
CSc1cccc(NC(=O)CCCn2c(=O)c3cccn3c3cccnc32)c1	-9	-10	11	3	5	-6	3	-4	-10	-16	-3
O=C(c1ccc(OC2CCN(CCO)CC2)cc1)N1CCCC1	·	-2	·	9	9	17	0	6	7	-7	1
Cc1cc(C)n(C(=O)CN(C)S(=O)(=O)c2ccc([N+](=O)[O-])cc2)n1	0	3	1	-3	9	7	-10	4	-23	-4	-1
C=CCn1c(O)c(N=NC(=S)Nc2ccccc2C)c2cc(S(=O)(=O)N3CCOCC3)ccc21	19	9	8	6	-8	-10	1	-4	-1	2	12
Cc1c(-c2ccnc3cc(C(=O)O)nn23)cnn1C	-6	-6	14	-2	6	-11	-5	-4	10	1	-6
COc1ccc(NCc2nc3ccccc3n2CCOc2ccccc2)cc1	-53	-43	-25	-8	17	18	27	5	-9	19	29*
COc1cccc(C2CC(c3ccc(Cl)cc3)n3nc(N)nc3N2)c1 (stereo unspecified)	-26	11	24	5	10	-8	-2	-11	3	-4	0
Cc1nc(-c2ccc(S(=O)(=O)N3CCN(c4cccc(C)c4C)CC3)cc2)co1	28	17	-18	-7	4	-3	3	6	8	-11	4
Cc1n[nH]c(C)c1S(=O)(=O)N1CCOCC1	-4	-15	6	-15	-7	-8	?	-6	15	-1	-3
COC(=O)c1ccc2c(=O)sc(N3CCC(C(N)=O)CC3)nc2c1	11	-17	2	-4	3	-9	-1	-4	-5	10	-5
C/C(CCc1ccccc1)=N\NC(=O)c1ccccc1[N+](=O)[O-]	-9	-4	-11	-7	-1	2	3	9	0	-11	-1
CC(=O)N1N=C2c3ccccc3CCC2C1c1ccc(F)cc1 (stereo unspecified)	-25	13	-22	2	·	-11	-9	-14	-3	3	1
O=C(OCC(=O)N1CCOCC1)c1ccccc1O	-9	-60	-32	-32	0	-34	1	9	-65	-1	2
CN1C(=CC=C2C=C(I)C(=O)C(I)=C2)C(C)(C)c2ccccc21	6	-38	13	10	7	31	89*	0	6	6	1
Cc1c(C(=O)NCc2ccccc2CN2CCCC2)oc2ccccc12	2	-16	2	2	1	-25	2	12	-3	10	0
CC1(C(=O)Nc2cccc(C#N)c2)CCN1C(=O)C1(c2ccccc2)CC1 (stereo unspecified)	4	-3	14	2	·	10	-2	8	4	-2	-2
OCc1cc(-c2ccc(Cl)c(Cl)c2)on1	-12	2	8	7	1	-4	4	-3	-23	7	1
Cc1cccc(C)c1OCCCCN1CCNCC1	-8	0	0	4	-5	9	14	-2	3	5	4
COc1ccccc1C(=O)NCCC(=O)NCC1CCCO1 (stereo unspecified)	-2	10	4	-11	0	8	-1	-4	16	4	2
CSc1nc(SCC(=O)NCc2ccco2)c2c3c(sc2n1)CN(C)CC3	-18	-10	-24	-5	3	-3	1	-16	-5	5	-4
O=C(NCc1cccc(C(F)(F)F)c1)c1cc(Cl)ccc1Cl	19	28	0	7	6	8	1	2	-20	-13	-11
CCOC(=O)Cn1nc(C)cc1NC(=O)c1ccncc1	-21	-9	5	-3	-3	6	-1	-5	3	13	2
Cc1cccc2cc(C#N)c(N3CCCC3)nc12	13	-8	12	-7	2	3	-5	0	4	11	2
O=C(O)c1ccccc1OCc1nc2ccccc2s1	-20	-90	-90	-85	-9	0	5	-1	-86	26	-2
COc1ccc(C(=O)NC(=S)NNC(=O)c2cnccn2)cc1	7	0	6	6	-4	-49	-1	3	-2	-15	3
O=C(Nc1cccc(C(F)(F)F)c1)N(Cc1ccc(Cl)cc1)CC(O)C(F)(F)F (stereo unspecified)	13	21	-6	12	-1	24	-3	-5	14	-18	-8
O=C(c1cccnc1)N1CCN(S(=O)(=O)c2ccc(Cl)cc2)CC1	-1	-2	-27	3	-8	-10	2	-6	0	-7	9
COc1ccc(CCNC(=O)COC(=O)c2ccc(Br)o2)cc1	-8	40	-1	-9	3	-4	4	-8	-3	-9	-4
CN(C)CCC(=O)c1ccc(F)cc1	-3	-19	-9	-16	-2	3	3	4	-14	13	2
CCC(=O)Nc1ccc(C(=O)NNC(=O)c2ccc(Cl)cc2)cc1	0	4	-34	16	-1	3	11	-2	1	-7	1
Cc1ccc(CCNC(=O)c2cccc(N3CCCC3=O)c2)cc1	·	-11	·	-15	-6	-29	2	12	-17	-22	-3
Cc1cc(C)nc(NC(=O)c2ccc(Cl)cc2Cl)n1	6	-8	-5	-7	5	1	-2	0	7	-13	0
CC1=NN(c2nc(-c3ccc(C)cc3)cs2)C(=O)C1N=Nc1cccc(O)c1 (stereo unspecified)	17	-22	23	3	-6	30	-1	-10	-3	50*	-1
COc1ccc(Cl)cc1NC(=S)NCCN1CCOCC1	-1	5	-3	-2	-7	3	0	-7	-5	-1	0
Cc1ccc(C(=O)OCC(=O)Nc2ccc(C)c(S(=O)(=O)N3CCCCC3)c2)o1	13	8	-11	8	-1	3	2	5	0	-4	-2
COCCCNC(=S)Nc1ccc(OC(F)F)cc1C	11	-6	-15	-10	1	-5	1	0	-2	-5	-5
Cc1cc(Nc2ccc(Cl)cc2)n2ncnc2n1	11	12	-14	3	-2	-1	8	-15	-6	-16	5
Cn1c(CNC(=O)c2ccc(Cl)cc2)nnc1SCC(=O)N1CCOCC1	7	-5	-12	2	-5	-7	-1	0	14	8	-5
COC(=O)Cc1ccc(NC(=S)NCc2ccccc2)cc1	-5	-5	-16	-21	-7	0	1	-12	15	5	0
COc1ccc(/C=C/c2nnc(NC(=O)C(C)(C)C)s2)cc1	5	-3	-17	17	3	-3	2	7	15	-11	6
COC(=O)C1=CN(c2c(C)cc(C)cc2C)C(N)=C(C#N)C1c1cccc(F)c1 (stereo unspecified)	5	-22	8	·	·	·	16	-12	·	·	-10

Next compounds
SMILES	COUP-TFII inh	LRH-1 inv ag	NCOA2 inhibitor	NCOA1 inh	TLR9-MyD88 inh	TROY NFkB inh	Exocytosis inh	NOD2 RIPK2 PPI	NCOA3 inh	TWEAK Fn14 block	ABHD5-PLIN5 inh
CCOC(=O)CSc1[nH]c(=O)cc(C)c1C#N	4	-16	-15	-21	6	-6	-1	-10	4	2	-4
COc1cc(NC(=O)COc2ccc(Cl)cc2)ccc1-c1cc2ccccc2oc1=O	13	-17	-24	4	1	28	1	-8	-4	59*	-11
O=c1cc(-c2ccc(O)c(-c3c(O)cc(O)c4c(=O)cc(-c5ccc(O)cc5)oc34)c2)oc2cc(O)cc(O)c12	6	14	-7	-11	-2	30	-7	5	-14	13	-9
Cc1cc(C(=O)OCC(=O)N2C(C)CCCC2C)c(C)o1 (stereo unspecified)	0	-22	-29	0	1	-3	14	4	-4	-2	-4
COc1ccc(C2CCc3cc4c(cc3C2=NOC(C)=O)OCO4)cc1OC (stereo unspecified)	44*	4	-2	-11	-2	17	-4	-10	-30	7	4
CCOC(=O)N1CCN(C(c2ccnc3ccccc23)c2nnnn2-c2ccc3c(c2)OCCO3)CC1 (stereo unspecified)	12	18	-10	·	·	-7	3	-9	·	16	0

Some of the compounds tested; rates above refer to the full screens.
